Screening results deposited in PubChem BioAssay by several laboratories.
NOD2 RIPK2 PPI: NOD2-RIPK2 binding disruptors in cells, primary screen, fluorescence, CHO cells, BLA complementation. inhibition, % at 4.98 µM. 360,000 tested, 0.38% active. CCF4 ratio; in the data active means inhibition above about 21%;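 further: 0% = vehicle only and 100% = reference blocker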
Target sequence (O43353 whole entry, looked up): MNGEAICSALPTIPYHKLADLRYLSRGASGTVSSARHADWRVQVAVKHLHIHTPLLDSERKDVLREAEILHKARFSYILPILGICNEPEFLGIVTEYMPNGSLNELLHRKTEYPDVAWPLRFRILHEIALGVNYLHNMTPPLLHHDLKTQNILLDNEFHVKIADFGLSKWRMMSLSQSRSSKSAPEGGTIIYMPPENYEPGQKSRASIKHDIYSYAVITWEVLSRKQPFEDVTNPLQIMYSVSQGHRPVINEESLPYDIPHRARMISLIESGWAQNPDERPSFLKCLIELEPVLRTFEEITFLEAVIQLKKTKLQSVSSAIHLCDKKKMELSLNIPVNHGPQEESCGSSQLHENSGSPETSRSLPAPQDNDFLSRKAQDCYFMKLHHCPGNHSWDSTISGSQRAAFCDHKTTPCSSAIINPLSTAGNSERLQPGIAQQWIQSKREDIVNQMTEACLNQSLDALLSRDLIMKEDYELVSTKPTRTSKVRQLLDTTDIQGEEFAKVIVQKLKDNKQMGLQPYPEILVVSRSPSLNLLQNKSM
LRH-1 inv ag: LRH-1 (NR5A2) inverse agonists, primary screen, cell-based, luminescence, HEK293T, StAR-luciferase reporter; 360,000 tested, 0.13% active; Nuclear receptor subfamily 5 group A member 2 (Homo sapiens), O00482; inhibition, % at 3.6 µM; LRH-1 transfected, 24 h;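 active means inhibition above the mean inhibition of all tested compounds plus 3 SD, cut at about 73% in these data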;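 further: 0% = DMSO wells and 100% = reporter-only cells lacking LRH-1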
ABHD5-PLIN5 inh: ABHD5-PLIN5 interaction inhibitors, primary screen, cell lysate, split luciferase complementation, luminescence; AID 602281, 2012; Split G. princeps luciferase complementation, 4 h; 360,000 tested, 0.78% active; inhibition, % at 4 µM;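 active means inhibition above the mean inhibition across every tested compound plus 3 SD, cut at about 22% in these data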;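 further: 0% = DMSO only wells and the 100% control is not disclosed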
TROY signal inh: inhibitors of TROY-driven NF-kB signaling, primary screen, Q293 LMP1-TROYcd cells, NF-kB luciferase, uHTS | 360,000 tested, 0.98% active | inhibition, % at 10 µM | Q293 LMP1-TROYcd NF-kB luciferase reporter, 4 h;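 active means compounds whose plate-normalised and pattern-corrected inhibition of the luciferase reporter signal at the single screening dose is 50% or more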
Exocytosis inh: LAMP-1 surface exposure blockers, TALL-104 cells – cell-based, flow cytometry, MLPCN library, primary screen; TALL-104 LAMP-1 surface exposure; cells stimulated with thapsigargin and PMA; inhibition, % at 10 µM; 360,000 tested, 0.66% active;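 active means inhibition above about 55%, limit read from the data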
TWEAK-Fn14 inh: inhibitors of TWEAK-Fn14 signaling, primary screen, luciferase reporter cells, uHTS; TWEAK-stimulated Fn14 reporter cells, luciferase luminescence, 8 h; inhibition, % at 10 µM; 360,000 tested, 2% active; in the data active means inhibition above about 50%
COUP-TFII inh: NR2F2 transcriptional activity inhibitors, primary screen, cell-based, luciferase reporter, HEK293T, luminescence; COUP transcription factor 2 (Homo sapiens), P24468; HEK293T NGFI-A luciferase reporter; inhibition, % at 8.6 µM; 370,000 tested, 0.7% active; AID 686940, 2013;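 active means inhibition above a per-plate cutoff, mean inhibition of test wells between control levels plus 3 SD, cut at about 38% in these data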;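 further: cells cotransfected with COUP-TFII expression vector driving the NGFI-A reporter; 0% = median of COUP-TF2 test wells and 100% = reporter-only cells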
Target sequence (P24468 whole entry, looked up): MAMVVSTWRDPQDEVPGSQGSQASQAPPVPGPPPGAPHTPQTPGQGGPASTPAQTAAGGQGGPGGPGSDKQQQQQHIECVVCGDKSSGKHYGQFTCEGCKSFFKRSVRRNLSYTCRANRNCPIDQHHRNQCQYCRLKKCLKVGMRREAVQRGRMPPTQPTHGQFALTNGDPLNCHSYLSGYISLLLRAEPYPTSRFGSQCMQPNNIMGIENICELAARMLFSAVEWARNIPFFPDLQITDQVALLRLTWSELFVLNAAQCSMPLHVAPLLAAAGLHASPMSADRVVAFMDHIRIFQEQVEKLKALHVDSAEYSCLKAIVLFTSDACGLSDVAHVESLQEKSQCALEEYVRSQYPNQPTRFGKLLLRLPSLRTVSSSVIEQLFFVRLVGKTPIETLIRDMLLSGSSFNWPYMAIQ
SRC2 inh: inhibition of GAL4-SRC2 driven luciferase reporter, primary screen, SRC2 inhibitor project, cell-based, luminescence | AID 651957, 2012 | 370,000 tested, 0.17% active | HEK293 GAL4-SRC2 luciferase reporter | inhibition, % at 9 µM;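 active means inhibition above the mean inhibition of all tested compounds plus 3 SD, set per campaign, cut at about 52% in these data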;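 further: 0% = DMSO treated cells and 100% = cells given Gossypol at 36 µM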
TLR9-MyD88 block: inhibitors of TLR9-MyD88 association in cells, primary screen, cell-based, CHO, BLA complementation, fluorescence | CCF4 FRET ratio | AID 504734, 2011 | Toll-like receptor 9 (Homo sapiens) + Myeloid differentiation primary response protein … | 340,000 tested, 0.21% active | inhibition, % at 4.98 µM;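 active means inhibition above the mean over all tested compounds plus 3 SD, cut at about 21% in these data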;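 further: 0% = DMSO only wells and 100% = clavulanate BLA inhibitor control wells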
NCOA3 inh: SRC3 coactivator transcriptional activity inhibitors, primary screen, cell-based, luminescence. 360,000 tested, 0.17% active. Nuclear receptor coactivator 3 (Homo sapiens), Q9Y6Q9. HEK293 GAL4-SRC3 luciferase reporter. inhibition, % at 3.6 µM;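 active means inhibition above a per-campaign cutoff, the mean of all compounds plus 3 SD, cut at about 60% in these data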;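 further: 0% = DMSO-treated cells and 100% = gossypol-treated cells at 36 µM; higher means less SRC3-driven luciferase light from the GAL4 reporter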
NCOA1 inh: SRC1 coactivator transcriptional activity inhibitors, primary screen, cell-based, luminescence; inhibition, % at 3.6 µM; 360,000 tested, 0.12% active; HEK293 GAL4-SRC1 luciferase reporter;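 active means inhibition above the campaign mean plus 3 SD, with each screening campaign given its own cutoff, cut at about 60% in these data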;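 further: 0% = DMSO treated cells and 100% = gossypol at 36 µM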
The depositor's hits bear a star; . = not tested or not shown. These rows are one share of the data; the hit share may differ from the screen's.

Each structure is followed by: NOD2 RIPK2 PPI, LRH-1 inv ag, ABHD5-PLIN5 inh, TROY signal inh, Exocytosis inh, TWEAK-Fn14 inh, COUP-TFII inh, SRC2 inh, TLR9-MyD88 block, NCOA3 inh, NCOA1 inh
1	O=C1/C(=C\c2cc3c(cc2Br)OCO3)N2CCC1CC2
    3, 5, 5, -4, 1, -3, ., ., -2, 13, -3
2	CC1CN=C(NCCc2ccccc2)S1 (stereo not drawn)
    3, -17, -2, 4, 1, -12, -7, 5, 4, -11, 12
3	CN1CCCN(c2ccc([N+](=O)[O-])nc2)CC1
    11, 7, -6, 0, -5, 19, 2, 4, 8, 2, -14
4	CCCCn1c(O)c(C(CC)=NCCN2CCOCC2)c(=O)[nH]c1=O
    -3, -4, 0, -10, -3, 6, -22, 2, -5, 20, 8
5	O=C(c1ccc(Cl)cc1)N1CCC2(CC1)OCCO2
    -6, 12, 4, 13, 6, 0, 8, 15, 7, -4, 1
6	O=[N+]([O-])c1ccc(-c2ccccc2)c([As](=O)(O)O)c1
    1, 4, 4, -4, -9, -3, 4, -16, 5, 13, -4
7	O=C(CN1CCN(Cc2ccc(Cl)cc2)C1=O)N1CCC2(CC1)OCCO2
    -1, 0, 7, -5, -2, -1, 2, 19, -4, -12, -23
8	C[N+]1(C)[C@@H]2CC[C@H]1CC(OC(=O)C(c1ccccc1)c1ccccc1)C2 (stereo partly drawn)
    3, 0, 5, -1, -9, 15, 22, -2, -13, 5, 15
9	CC(=NCCN1CCCCC1)c1c(O)n(-c2ccccc2)c(=O)[nH]c1=O
    -5, 13, 11, 12, -19, 16, 8, -7, 7, 10, 15
10	O=C(CCS(=O)(=O)c1ccc(Br)cc1)N1CCC2(CC1)OCCO2
    -3, 14, 1, -9, 1, 1, -13, -2, 3, -1, -15
11	O=c1c2ccccc2nc(/C=C/c2ccccc2)n1-c1ccccc1O
    3, 7, 0, -25, 9, 17, -3, 12, 9, -26, -6
12	CN1C(=O)C(=Cc2ccc(Sc3ccccc3)o2)C(=O)N(C)C1=S
    -14, 11, -3, -5, 12, 0, 5, -3, -5, 7, -22
13	C=CCn1c(O)c(C(CC)=Nc2ccc(N(C)C)cc2)c(=O)[nH]c1=O
    -1, 14, -4, -5, 7, 19, -6, -7, ., -11, -27
14	O=C(c1cc(F)ccc1F)C1CCCN(Cc2cccc(Cl)c2)C1 (stereo not drawn)
    8, 2, 2, 7, -1, -10, 19, -9, -4, 13, -2
15	O=C1NC(=O)C(=Cc2coc3ccccc3c2=O)C(=O)N1
    -7, -1, -5, 12, 1, 19, 16, -8, -3, -8, -30
16	Cc1cccc(OCCn2cccc2/C=C2/C(=O)NC(=O)N(Cc3ccco3)C2=O)c1
    -6, 4, 12, -36, 25, -14, 2, -18, ., 2, -25
17	CC(=O)N1CCN(CCN=Cc2c(O)n(-c3ccc(C)cc3)c(=S)[nH]c2=O)CC1
    -12, 12, 3, -11, -21, -5, 6, -8, 0, -20, 6
18	CC1CN(c2ccc([N+](=O)[O-])cc2Cl)CCN1 (stereo not drawn)
    0, -3, 14, -6, 2, 2, -5, 1, -4, 15, 0
19	COC(=O)C1=C(c2cc3ccccc3o2)C[C@@H]2CC[C@H]1N2C(=O)N1CCC(O)CC1
    0, -11, -4, 8, -3, -6, 4, -7, -2, -4, -3
20	C[N+]1(C)C2CCC1CC(OC(=O)c1ccccc1)C2 (stereo not drawn)
    8, 6, -1, -8, -2, 12, 11, 6, 1, 11, -2
21	CC(C)(C)c1ccc(O)c(CN2CCN(c3ccccc3)CC2)c1
    -2, 3, -6, 14, -2, 5, -1, 19, -3, 8, -13
22	O=c1c2ccccc2nc(CN2CCCCCC2)n1-c1ccc(F)cc1
    -5, 4, 4, 1, -1, 16, -7, 17, -13, 1, 0
23	COC(=O)C1=C(c2ccc(F)cc2OCc2ccccc2)C[C@@H]2CC[C@H]1N2C(=O)N1CCC(C)CC1
    -3, 18, -6, -2, -3, -9, ., ., -8, -4, 4
24	Cc1cc(/C=C2\C(=O)NC(=O)N(c3cccc(Br)c3)C2=O)c(C)n1C
    4, 7, -1, -12, -1, 6, 3, -15, 7, 13, -2
25	C[C@@H]1CN([C@@H](C)CO)C(=O)CCCn2cc(nn2)CO[C@H]1CN(C)C(=O)Oc1cccc2ccccc12
    -2, 16, 1, -12, 1, -3, 3, 16, 6, 1, -1
26	CC(C)N1CCN(Cc2c[nH]c3ccccc23)CC1CCO (stereo not drawn)
    2, 22, 7, 1, -1, 2, 2, -23, -2, -9, 6
27	CCOC(=O)C1(Cc2ccc(Cl)cc2)CCN(C(C)CCn2cccn2)CC1 (stereo not drawn)
    -4, 14, -1, 0, 7, 8, 7, -15, 2, 8, 8
28	CCOc1ccc(CNCCc2ccc3c(c2)OCO3)cc1
    -10, 19, 7, -5, -2, 10, 0, -5, -3, -6, -4
29	C[C@@H]1CN([C@H](C)CO)C(=O)c2c(c3ccccc3n2C)-c2ccccc2CO[C@H]1CN(C)Cc1ccc2c(c1)OCCN2C
    -6, -9, -2, -1, 0, 9, 16, 2, 4, -17, 1
30	COC(=O)C1=C(c2cccc(Cl)c2)C[C@@H]2CC[C@H]1N2C(=O)N1CCCC1
    0, 25, -2, 9, -7, -4, 11, 0, -4, 3, 2
31	c1ccc2c(NC3=NCCS3)cccc2c1
    -16, 12, -5, 23, 0, 5, 10, -14, -1, 6, -11
32	S=C(NCCc1ccccc1)N1Cc2cc(-c3ccccc3)ccc2-n2nncc2C1
    6, 14, -1, -6, 6, -10, -6, -31, ., -9, 1
33	Cc1ccccc1N1CCN(Cc2ccc3c(c2)OCO3)CC1
    -8, -1, -8, -4, -13, -8, -15, 28, -11, 13, -22
34	COC(=O)C1=C(c2c(C)noc2C)C[C@@H]2CC[C@H]1N2C(=O)N1CCc2cc(OC)c(OC)cc2C1
    -9, -17, -7, -1, -1, -16, ., ., -4, 2, -5
35	CC/C(=N\NC(=O)Nc1ccccc1)c1c(O)n(Cc2ccccc2)c(=O)[nH]c1=O
    -5, -103, 2, -21, 8, 11, -24, -50, ., -99, -55
36	CC(=O)CCC(C)=O
    8, -22, -1, 0, -3, 10, 6, 15, -1, 17, -56
37	CCCCn1c(=O)c(C(=O)NCc2ccncc2)c(O)c2ccccc21
    -2, -20, 3, 23, -6, 56*, 4, -8, 5, 9, -13
38	COC(=O)C1(C(=O)O)Cc2cc([N+](=O)[O-])ccc2N2CCCC21 (stereo not drawn)
    -13, -9, 1, -5, -11, -11, -1, -2, 4, -3, 4
39	COc1ccc(C(=O)c2nc3ccccc3n2C(C)C)cc1
    4, -9, -5, -12, -2, 4, -6, -19, -6, -4, 11
40	COC(=O)C1=C(c2ccc(F)cc2OCc2ccccc2)C[C@@H]2CC[C@H]1N2C(=O)NCc1ccccc1Br
    -19, -11, 2, -5, -3, 29, -13, -5, -13, -12, -7
41	OC12Oc3ccccc3C=C1N1CCC2CC1 (stereo not drawn)
    9, 14, 4, 13, -1, -16, 15, -36, 4, 6, -10
42	CCOC(=O)c1c(C)n(Cc2ccccc2)c2ccc(OCC(O)Cn3nc(C)nc3C)cc12 (stereo not drawn)
    2, 10, -2, 0, 11, -29, 8, -14, -5, -14, 1
43	COc1ccccc1/C=N/N=C(/N)N[N+](=O)[O-]
    1, 16, 2, -23, -4, -13, -23, -12, 3, 6, -7
44	O=C(Cn1ncc2ccccc21)N1CCC2(CC1)OCCO2
    -5, 6, 5, -17, -1, -3, -20, -11, 7, -6, -9
45	CC1CN(O)C2CCc3nonc3C12O (stereo not drawn)
    -8, -25, -5, 4, 0, -1, 11, -2, -3, 2, 5
46	COc1ccc(OCC(=O)N2CCN(C3CCC(c4ccccc4)CC3)CC2)cc1 (stereo not drawn)
    1, 13, -9, 12, 0, -9, 19, 11, 4, 12, -1
47	O=c1[nH]c(=O)n(C2CCCCCC2)c(O)c1C=NCC1CCCO1 (stereo not drawn)
    -8, 5, 4, 14, -1, 9, -14, -7, -1, 4, -11
48	CCCC(C)(COC(N)=O)COC(=O)NC(C)C (stereo not drawn)
    5, 6, 4, -21, 1, 3, 3, 12, -11, -26, -10
49	COC(=O)C1=C(c2ccc3ccccc3c2)C[C@@H]2CC[C@H]1N2C(=O)NCCCOC(C)C
    -2, 21, -2, 0, -3, 12, 11, 17, -6, 1, -24
50	CCOc1cc2c(cc1OCC)-n1cccc1C(c1ccccc1OC)NC2 (stereo not drawn)
    3, -29, 4, -5, -7, -7, 11, 8, 2, 1, 10
51	S=C(NCCc1ccccc1)NCCc1cnc[nH]1
    -21, -8, 4, 0, -13, 6, 8, -15, -4, -17, -15
52	CN1C(=O)C(=Cc2ccccc2Oc2ccc(Cl)c(F)c2)C(=O)N(C)C1=O
    -2, 20, 4, -8, 10, 13, 10, 2, 2, 8, -11
53	C=CCn1c(O)c(C=Nc2c(C)n(C)n(-c3ccccc3)c2=O)c(=O)[nH]c1=O
    -11, -8, 0, 21, -3, 1, 0, -19, -2, 6, -26
54	CC12CCC(O)CC1CCC1C2CCC2(C)C(C3=CC(=O)OC3)CCC12O (stereo not drawn)
    -9, 99*, -2, 51*, 5, 85*, 72*, 47, -20, 84*, 82*

Entries 41–42, reprinted for reference:
Each structure is followed by: NOD2 RIPK2 PPI, LRH-1 inv ag, ABHD5-PLIN5 inh, TROY signal inh, Exocytosis inh, TWEAK-Fn14 inh, COUP-TFII inh, SRC2 inh, TLR9-MyD88 block, NCOA3 inh, NCOA1 inh
41	OC12Oc3ccccc3C=C1N1CCC2CC1 (stereo not drawn)
    9, 14, 4, 13, -1, -16, 15, -36, 4, 6, -10
42	CCOC(=O)c1c(C)n(Cc2ccccc2)c2ccc(OCC(O)Cn3nc(C)nc3C)cc12 (stereo not drawn)
    2, 10, -2, 0, 11, -29, 8, -14, -5, -14, 1
